S1P3 antagonist – blocks the human S1P3 receptor. 170,000 compounds, 0.27% hits. AID 485. inhibition, % at 4.98 µM. Q99500. CHO S1P3 NFAT-BLA reporter, FRET fluorescence, antagonist mode;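 active = inhibition above the plate cutoff, the mean inhibition of test wells on that plate plus 3 SD, cut at about 28% in these data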;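 also: cells challenged with S1P at its EC80 of 0.8 µM; blue over green emission ratio from cleaved BLA substrate after 4 h stimulation; 0% = S1P-stimulated wells and 100% = unstimulated DMSO-only wells; some compounds past the cut are filed as inactive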
RAM network inh – inhibitors of the yeast RAM network; AID 868; S. cerevisiae dse1pr::URA3 reporter, 5-FOA growth OD615, 2 d; analog-sensitive cbk1-as2 kinase mutant strain; inhibition, % at 50 µM; 190,000 compounds, 1.8% hits;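 active = inhibition above a set limit, 3 SD over mean compound inhibition, cut at about 8.4% in these data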;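 also: 0% = DMSO-only wells with no growth and 100% = 10 µM 1-NA-PP1 full growth; inhibition rescues growth on 5-FOA so higher OD means more RAM inhibition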
STAT3 blocker – STAT3 signaling inhibition; U3A cells, IL-6 STAT3-luciferase reporter, luminescence; host cell line lacks STAT1; inhibition, % at 5.5 µM; 190,000 compounds, 0.89% hits; AID 862;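 active = inhibition above the mean inhibition across all screened compounds plus 3 SD, cut at about 44% in these data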;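 also: 0% = DMSO only wells and 100% = 100 µM nifuroxazide control wells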
ROMK primary – modulators of human ROMK potassium channel | 130,000 compounds, 2% hits | Tet-inducible ROMK, thallium flux fluorescence; actives lie on both sides | B-score at 10 µM | P48048;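 active = signal ratio slope over the read window, or its plate-corrected B-score, at least 3 SD from the plate mean, either direction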;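 also: B-score of the F/F0 ratio slope over 7 to 12 s after thallium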
PPARg SRC-2 ag – agonists of SRC-2 recruitment by human PPARgamma | PPARgamma LBD-SRC-2 recruitment, biochemical | activation, % at 8 µM | 200,000 compounds, 0.34% hits; in the data active = activation above about 22%;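 also: 0% = vehicle and 100% = reference agonist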
STAT3 activator – activators of IL-6 induced STAT3 signaling; 190,000 compounds, 0.91% hits; activation (% of control), % at 5.6 µM; U3A cells, IL-6 STAT3-luciferase reporter, luminescence; 100% = signal with IL-6 EC80 alone; AID 871;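 active = activation above the screen-wide mean of compound activation plus 3 SD, cut at about 130% in these data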;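 also: 0% = background luminescence of wells with medium and substrate only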
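Assay system – human STAT1-deficient U3A cells with stable STAT3-luciferase reporter · Also added – IL-6 (33 ng/mL) · Schedule – compound 1 h, then IL-6 6 h at 37 °C · Technique – reporter luminescence signal · Evaluation – % activation versus median of IL-6-stimulated wells · Benchmarks – IL-6-only wells as 100% reference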
TR-FRET SRC-2 ct – TR-FRET artefact, counter-screen to PPARgamma/SRC-2 agonist assay; TR-FRET ratio at 8 µM; hits give high values; 200,000 compounds, 0.4% hits; in the data active = TR-FRET ratio above about 2000; also: inactives centre near 1500
TLR4 MyD88 comp – blocks binding of human TLR4 to MyD88; O00206+Q99836; HeLa CL3-4 TLR4/MyD88 BLA complementation, FRET ratio; inhibition, % at 8.4 µM; 200,000 compounds, 0.18% hits; in the data active = inhibition above about 25%;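 also: 0% = vehicle and 100% = reference inhibitor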
Target sequence (O00206 whole entry, looked up): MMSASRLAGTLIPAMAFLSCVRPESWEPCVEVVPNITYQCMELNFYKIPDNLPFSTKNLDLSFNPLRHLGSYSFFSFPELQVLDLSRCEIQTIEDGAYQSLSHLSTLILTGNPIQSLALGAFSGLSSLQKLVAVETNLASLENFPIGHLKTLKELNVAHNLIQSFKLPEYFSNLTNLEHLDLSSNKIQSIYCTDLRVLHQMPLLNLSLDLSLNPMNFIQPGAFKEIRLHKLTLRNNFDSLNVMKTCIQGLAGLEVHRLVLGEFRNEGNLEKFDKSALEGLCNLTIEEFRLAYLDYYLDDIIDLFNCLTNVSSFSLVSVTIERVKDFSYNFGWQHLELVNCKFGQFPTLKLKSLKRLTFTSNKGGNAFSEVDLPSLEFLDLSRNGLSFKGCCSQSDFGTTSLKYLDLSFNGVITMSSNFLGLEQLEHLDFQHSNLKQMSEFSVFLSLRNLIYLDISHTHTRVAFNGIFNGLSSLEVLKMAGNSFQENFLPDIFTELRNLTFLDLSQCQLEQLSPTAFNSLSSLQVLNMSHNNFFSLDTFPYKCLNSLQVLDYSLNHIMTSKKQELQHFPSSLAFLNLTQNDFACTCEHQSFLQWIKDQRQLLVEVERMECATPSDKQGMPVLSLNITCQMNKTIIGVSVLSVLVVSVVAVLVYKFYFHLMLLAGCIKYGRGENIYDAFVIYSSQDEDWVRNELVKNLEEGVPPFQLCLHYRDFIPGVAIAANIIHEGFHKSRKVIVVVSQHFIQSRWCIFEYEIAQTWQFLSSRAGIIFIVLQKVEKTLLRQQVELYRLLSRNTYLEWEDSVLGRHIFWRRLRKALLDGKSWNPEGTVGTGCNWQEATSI
Target sequence (Q99836 whole entry, looked up): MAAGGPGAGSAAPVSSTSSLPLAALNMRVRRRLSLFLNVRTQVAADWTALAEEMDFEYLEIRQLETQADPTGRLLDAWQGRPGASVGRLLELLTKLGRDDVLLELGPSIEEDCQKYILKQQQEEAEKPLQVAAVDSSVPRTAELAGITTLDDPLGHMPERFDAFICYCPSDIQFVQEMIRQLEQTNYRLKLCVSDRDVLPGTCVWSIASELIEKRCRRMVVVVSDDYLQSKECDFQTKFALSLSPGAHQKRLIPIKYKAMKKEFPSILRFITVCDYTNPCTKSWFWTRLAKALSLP
PPARg SRC-1 ag – PPARgamma-driven SRC-1 recruitment agonism. P37231. PPARgamma-SRC-1 coactivator recruitment biochemical assay. activation, % at 8 µM. 200,000 compounds, 0.41% hits. AID 631; in the data active = activation above about 19%;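 also: 0% = DMSO and 100% = reference agonist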
STAT1 blocker – STAT1 signaling inhibition; NIH 3T3 STAT1-luciferase reporter, IFN-gamma, luminescence; inhibition, % at 5.5 µM; 200,000 compounds, 0.35% hits;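 active = inhibition above a set limit, the mean inhibition across all tested compounds plus 3 SD, cut at about 34% in these data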;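 also: 0% = IFN-gamma with DMSO and 100% = IFN-gamma with 300 µM nifuroxazide; values of inactives mirror those of a sister screen read the other way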
PPARg SRC3 recr – agonists of human PPARgamma SRC-3 coactivator recruitment; biochemical PPARgamma/SRC-3 coactivator recruitment assay; activation, % at 8 µM; 200,000 compounds, 0.26% hits; in the data active = activation above about 23%;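 also: 0% = DMSO and 100% = reference agonist; some compounds past the cut are filed as inactive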
Starred values were filed as active, the others as inactive; / = no result given. Rows are unselected. About 5.6% of those tested had a hit in this group.

Every second line gives: S1P3 antagonist	RAM network inh	STAT3 blocker	ROMK primary	PPARg SRC-2 ag	STAT3 activator	TR-FRET SRC-2 ct	TLR4 MyD88 comp	PPARg SRC-1 ag	STAT1 blocker	PPARg SRC3 recr
- O=C(c1nc2ncccn2n1)N1CCc2ccccc2C1
  14	3.9	1	/	6	99	1499	-1	-5	0	-1
- CCCN(CCC)C(=O)CCS(=O)(=O)c1cccc2nsnc12
  /	-0.1	6	/	12	99	1746	10	13	1	6
- CSc1nc(SCC(=O)NCc2ccco2)c2c3c(sc2n1)CN(C)CC3
  /	1.1	7	/	0	100	1515	12	2	4	2
- CCCCn1nnnc1SCC(=O)N1CCCC1
  /	2.4	5	/	-2	100	1672	-12	3	-1	-2
- Cc1nc2ccccc2n1CCN1CCOCC1
  1	1.3	7	/	1	98	1510	-13	9	-5	6
- CC(=O)NC1C(c2nc3ccccc3s2)=C(c2ccccc2)C(=O)N1c1ccc(C)cc1 (stereo not drawn)
  /	2.9	2	-0.17	8	102	1425	9	-5	-2	6
- CC(C)CCn1c(=O)c2ccccc2n2c(CN3CCOCC3)nnc12
  -5	-0.1	-7	-0.15	-3	110	1681	8	2	8	4
- COc1ccc(/C=C2\SC(=O)N(CC(=O)Nc3cccnc3)C2=O)cc1OC
  1	-0.3	10	-0.47	-3	95	1505	1	1	-1	-1
- S=c1nc(-c2ccccc2Cl)[nH][nH]1
  -8	-0.6	4	/	-10	100	1501	-1	3	-6	-1
- Cc1ccc(S(=O)(=O)NCCCCCC(=O)N(C)C)cc1
  -34	0.0	16	0.043	0	90	1509	3	0	0	-2
- Cc1occc1C(=O)N/N=C/C=C\c1ccccc1[N+](=O)[O-]
  17	1.7	17	0.89	5	89	1654	11	10	-13	6
- COc1ccc2c(c1)CC/C2=N\NC(=O)c1ccccc1
  7	-0.7	-9	-0.25	0	106	1543	-2	-4	-31	-1
- COc1ccccc1NC(=O)Cn1ncc2c1-c1ccccc1OC2
  /	1.2	13	/	11	94	1621	-13	-2	2	6
- COc1ccc(NC(=O)CSc2nc(N3CCCCC3)nc(N3CCCCC3)n2)cc1
  /	5.1	1	/	-3	102	1430	9	8	0	4
- CCOC(=O)CN1C=C(c2ccc3ccccc3n2)C(C[N+](=O)[O-])c2ccccc21 (stereo not drawn)
  /	0.1	-59	-3.8*	10	157*	1390	1	1	0	8
- O=C(NCCC1=CCCCC1)C1CCN(c2nc3ccccc3o2)CC1
  /	3.0	6	-0.66	7	99	1492	3	-5	-3	2
- Cn1ccc(C(=O)OCC(=O)c2ccccc2)n1
  -1	2.2	2	0.34	-1	100	1551	2	6	-11	1
- Cc1ccc(-c2nc3ccccc3[nH]2)cc1NC(=O)c1ccco1
  -26	2.0	28	2.1	2	79	1490	-8	0	-6	4
- O=S(=O)(c1ccc(Cl)cc1)N1CCN(Cc2ccc(O)c3ncccc23)CC1
  -3	-0.5	1	-0.19	4	107	1521	-8	0	2	-1
- CC1(C)CN(c2ccc(-c3ccnc4ncnn34)cc2)C1=O
  -13	0.2	9	/	4	94	1685	-1	-3	-8	3

(list continues)
Every second line gives: S1P3 antagonist	RAM network inh	STAT3 blocker	ROMK primary	PPARg SRC-2 ag	STAT3 activator	TR-FRET SRC-2 ct	TLR4 MyD88 comp	PPARg SRC-1 ag	STAT1 blocker	PPARg SRC3 recr
- Cc1ccc(CNC(=O)C2=NNC(=O)CC2)cc1
  -21	1.2	4	0.26	2	96	1555	8	-3	7	6
- Cc1nc2n(n1)C(O)c1cc([N+](=O)[O-])ccc1S2 (stereo not drawn)
  -2	3.8	3	-0.085	0	100	1370	-21	3	-9	-2
- CC12COC3(C(=O)Nc4ccc(Cl)cc4)CC1CCC32C (stereo not drawn)
  1	2.6	8	0.3	-4	97	1564	11	-3	0	0
- CCc1nnc(NC(=O)CCC(=O)N2CCN(C3CCCCC3)CC2)s1
  4	1.2	1	0.63	-15	101	1748	0	9	7	10
- CC1=NN(c2ccccc2)C(=O)/C1=C\c1ccc(Oc2ccc([N+](=O)[O-])cc2[N+](=O)[O-])cc1
  -17	3.0	-4	1.3	13	107	1531	3	6	11	7
- CCN1CCN(C(=O)CCCCCn2c(=O)[nH]c3cc(C(=O)OC)ccc3c2=O)CC1
  3	-0.3	5	/	8	101	1648	6	6	4	-6
- COc1ccc(S(=O)(=O)N2CCOCC2)cc1Cl
  /	1.2	0	/	0	101	1551	-2	1	3	1
- Cc1ccc(C(=O)c2oc3ccccc3c2N)cc1
  /	0.1	-50	/	8	143*	1628	-12	-2	-27	-4
- CN(Cc1cnn(C)c1)C(=O)C1CCCCC1C(=O)O (stereo not drawn)
  /	2.7	6	0.69	3	97	1650	-12	2	0	13
- Cc1c(NC(=O)Nc2cccc(Cl)c2)c(=O)n(-c2ccccc2)n1C
  -22	3.2	-1	/	2	104	1564	-12	0	-6	2
- COC(=O)CCC(NC(=O)c1cc(C)oc1C)C(=O)OC (stereo not drawn)
  /	2.8	-2	-0.064	9	103	1485	-7	4	-1	16
- O=C1Oc2ccccc2C(=O)/C1=C/c1ccccc1O
  -10	0.2	6	/	13	95	1789	6	7	9	7
- COc1cc(-c2cc(N)n(S(=O)(=O)c3ccc(F)cc3)n2)cc(OC)c1OC
  /	0.2	7	/	-7	98	1396	1	4	5	-10
- CCCCn1c(NCCO)nc2ccccc21
  /	0.5	4	/	9	101	1409	11	5	-1	4
- COc1cc(NC(=O)NCCN2CCN(c3ccc(Cl)cc3)CC2)ccc1C
  -7	2.1	-2	-0.7	-4	105	1503	14	-5	-4	-5
- O=C(NC(=S)Nc1ccc(S(=O)(=O)Nc2ncccn2)cc1)c1ccc(Br)cc1
  -12	4.7	8	-1	-2	98	1522	-12	-2	-2	1
- COc1cccc(-c2nnc3sc(-c4ccccn4)nn23)c1
  -13	4.3	23	/	-3	85	1328	-1	-2	-13	-12
- CCCc1cc(C(N)=O)c(NC(=O)c2ccoc2C)s1
  2	2.7	27	/	4	80	1324	9	8	-2	-15
- Cn1c(SCCCC(=O)c2ccccc2)nnc1-c1ccncc1
  -5	0.7	5	/	-5	98	1505	-4	12	-5	-10
- C=CCn1nnnc1-c1cc(Cl)cc(Cl)c1
  -11	0.0	4	-0.25	-7	99	1448	-9	-3	-8	-1

Quoted from the listing.
STAT3 activator with CN(Cc1cnn(C)c1)C(=O)C1CCCCC1C(=O)O (stereo not drawn) is entered as 97
STAT3 activator with COc1cc(NC(=O)NCCN2CCN(c3ccc(Cl)cc3)CC2)ccc1C is entered as 105

(cont.)
Every second line gives: S1P3 antagonist	RAM network inh	STAT3 blocker	ROMK primary	PPARg SRC-2 ag	STAT3 activator	TR-FRET SRC-2 ct	TLR4 MyD88 comp	PPARg SRC-1 ag	STAT1 blocker	PPARg SRC3 recr
- CS(=O)(=O)NCc1ccc(C(=O)NCCOc2ccccc2)cc1
  -21	1.5	-11	/	1	111	1570	-7	2	-17	4
- CC1CC(C)(C)NC(=S)N1CC(=O)N1CCN(Cc2ccc3c(c2)OCO3)CC1 (stereo not drawn)
  4	0.0	9	-0.68	-1	99	1389	-3	7	-11	1
- O=C(Nc1ccc(N2CCCCC2)c(Cl)c1)c1ccc2c(c1)OCCO2
  /	0.6	20	1.1	4	83	1364	10	3	-16	-7
- C=C(C)Cn1c(-c2ccncc2)n[nH]c1=S
  -8	2.3	-4	0.98	3	107	1475	3	5	-6	3
- O=C(NCc1ccccc1)c1cc[n+](Cc2ccccc2)cc1
  -2	0.8	-2	0.3	0	103	1520	-6	14	2	2
- O=C(O)CC(=O)Nc1ccccc1
  /	0.5	-1	/	4	102	1517	0	-1	0	4
- COC(=O)C1=NN(c2ccc(C)cc2)C2(S1)SC(C(C)=O)=C(C)N2c1ccccc1 (stereo not drawn)
  /	2.1	6	/	2	102	1614	1	4	8	5
- CCOc1cc(/C=C2/NC(=O)N(CC(=O)Nc3cccc(C)c3)C2=O)ccc1OC
  /	0.4	-8	/	0	112	1772	-3	6	4	7
- CCOC(=O)N1CCC(N(CCN(C)C)C(=S)Nc2cccc(Cl)c2)CC1
  3	0.6	7	0.79	6	105	1562	4	0	2	3
- COc1ccc(-n2ccnc2SCC(=O)NO)cc1
  -4	1.5	-5	-1.2	0	108	1328	11	-8	-5	-3
- CCOc1ccc(/C=C2\C(=O)c3ccccc3OC2c2ccccc2)cc1 (stereo not drawn)
  /	8.3	8	/	2	95	1522	3	-2	0	9
- C=CCOc1c(Cl)cc(CNCCC)cc1Cl
  /	-0.7	0	/	1	103	1423	-3	2	-1	-3
- CCCC(=O)Nc1cc(C(=O)O)ccc1Sc1ccccc1
  -28	2.9	5	-1.8	12	96	1699	1	6	9	7
- Cc1sc2ncnc(SCC(=O)NC(=O)NCc3ccco3)c2c1C
  10	1.8	0	/	0	102	1336	0	-5	6	-10
- O=C(NC1CCCCC1)C(c1ccc(Cl)cc1)N(C(=O)c1ccccn1)c1cccnc1 (stereo not drawn)
  4	2.9	6	-0.22	7	100	1638	-1	3	1	-2
- CC(C)OCCCNC(=O)CNC(=O)c1ccc(Cl)c(Cl)c1
  -34	0.8	7	-1.5	10	101	1603	11	9	-1	4
- COc1ccc2nc(NCCCNC(=O)c3cc(OC)c(OC)c(OC)c3)c(C#N)cc2c1
  -16	-0.8	11	-0.49	-2	92	1717	4	8	0	9
- CCOC(=O)c1cccc(NC(=O)Nc2cc(OC)ccc2OC)c1
  23	1.1	12	-1	16	92	1572	-11	5	8	12

Profiles, looked up by structure. Values in the order: S1P3 antagonist	RAM network inh	STAT3 blocker	ROMK primary	PPARg SRC-2 ag	STAT3 activator	TR-FRET SRC-2 ct	TLR4 MyD88 comp	PPARg SRC-1 ag	STAT1 blocker	PPARg SRC3 recr
O=C(NCc1ccccc1)c1cc[n+](Cc2ccccc2)cc1 reads -2	0.8	-2	0.3	0	103	1520	-6	14	2	2
Cc1sc2ncnc(SCC(=O)NC(=O)NCc3ccco3)c2c1C reads 10	1.8	0	/	0	102	1336	0	-5	6	-10
CCOC(=O)N1CCC(N(CCN(C)C)C(=S)Nc2cccc(Cl)c2)CC1 reads 3	0.6	7	0.79	6	105	1562	4	0	2	3
O=C(O)CC(=O)Nc1ccccc1 reads /	0.5	-1	/	4	102	1517	0	-1	0	4
CC1CC(C)(C)NC(=S)N1CC(=O)N1CCN(Cc2ccc3c(c2)OCO3)CC1 (stereo not drawn) reads 4	0.0	9	-0.68	-1	99	1389	-3	7	-11	1

Screening results: PubChem BioAssay, several laboratories
